# High-throughput results: PubChem BioAssay, several laboratories
# ABCB1 inh – blocks JC-1 efflux by human ABCB1 transporter; CCRF-Adr cells, flow cytometry; AID 1326; inhibition, % at 6.6 µM; 190,000 tested, 0.067% active; in the data active means inhibition above about 40%;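 further: 0% = vehicle and 100% = reference inhibitor; higher value means more JC-1 retained so stronger ABCB1 efflux block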
# Rac1 act GTP bind – human Rac1 activated mutant GTP binding change; GST-Rac1 activated beads, fluorescent GTP binding, flow cytometry; actives lie on both sides; 100% means binding = to untreated wells; percent activity (GTP binding), % at 10 µM; 190,000 tested, 0.11% active;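 active means GTP binding at least 20 percentage points away from the 100% baseline, in either direction, so actives lie on both sides; inconclusive means Compound likely fluorescent itself, or too few beads counted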
# HRas wt GTP – modulators of GTP binding to human HRas wildtype | P01112 | GST-Ras wt beads, Bodipy-FL-GTP binding, flow cytometry; actives lie on both sides | GTP binding activity, % at 10 µM | 190,000 tested, 0.14% active;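 active means GTP binding activity at least 20% away from the 100% baseline, either lowered as inhibitor or raised as activator; inconclusive means flagged as likely green fluorescent, judged across all proteins in the well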;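 further: 0% = unlabeled GTP competition control and 100% = no-compound control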
# Target sequence (P01112 whole entry, looked up): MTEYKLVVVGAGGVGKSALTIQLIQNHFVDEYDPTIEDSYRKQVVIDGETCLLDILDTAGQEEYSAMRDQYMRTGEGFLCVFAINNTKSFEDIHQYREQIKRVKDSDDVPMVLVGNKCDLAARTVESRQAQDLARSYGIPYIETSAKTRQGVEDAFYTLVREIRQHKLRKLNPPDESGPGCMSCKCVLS
# Cdc42 wt – human Cdc42 wildtype GTP binding change, either direction. P60953. GST-Cdc42 beads, Bodipy-GTP binding, flow cytometry; actives lie on both sides. percent activity (GTP binding), % at 10 µM. 190,000 tested, 0.2% active. AID 761;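 active means percent activity GTP binding at least 20 points away from the 100% baseline, either down as inhibitor or up as activator; inconclusive means compound flagged as likely green fluorescent from well-wide comparison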;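 further: median bead fluorescence of bound Bodipy-FL-GTP at 100 nM; 0% = excess unlabeled GTP control and 100% = no compound control; below 100% means less GTP binding so inhibitor and above means activator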
# Target sequence (P60953 whole entry, looked up): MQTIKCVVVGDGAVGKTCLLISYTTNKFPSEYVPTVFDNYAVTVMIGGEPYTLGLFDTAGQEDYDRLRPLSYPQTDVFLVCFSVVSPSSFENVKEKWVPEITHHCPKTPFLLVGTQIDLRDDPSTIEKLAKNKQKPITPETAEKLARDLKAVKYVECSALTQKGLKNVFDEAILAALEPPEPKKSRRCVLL
# Rac1 wt GTP bind – alters GTP binding to wildtype human Rac1; GST-Rac1 beads, fluorescent GTP binding, flow cytometry; actives lie on both sides; 0 = cold GTP competed, 100 = untreated; GTP binding activity (% of control), % at 10 µM; 190,000 tested, 0.27% active;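 active means GTP binding activity at least 20 points away from the 100% control level, either lower or higher; inconclusive means compound flagged as likely green fluorescent, judged across all proteins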
# Rab7 wt GTP bind – alters GTP binding to wildtype dog Rab7; AID 758; 190,000 tested, 0.055% active; GTP binding activity (percent of control), % at 10 µM; GST-Rab7 beads, fluorescent GTP binding, flow cytometry; actives lie on both sides; untreated = 100%, excess cold GTP = 0%;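 active means fluorescent GTP binding to Rab7 beads changed by at least 20 points from the 100% baseline, either direction, mostly lower; inconclusive means compound itself probably fluorescent, or too few beads counted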;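 further: median green fluorescence of bound Bodipy-FL-GTP per Rab7 bead population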
# Rab2A wt mod – changes GTP binding to wildtype dog Rab2A, up or down; GST-Rab2 wt beads, Bodipy-GTP binding, flow cytometry; GTP binding activity, % at 10 µM; 190,000 tested, 0.19% active; AID 760;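 active means GTP binding activity at least 20 points away from 100%, either lowered or raised; inconclusive means signal likely due to the compound's own green fluorescence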;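 further: 0% = beads with excess unlabeled GTP and 100% = no-compound control corrected for plate trend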
# Avidin bead fluor – compound fluoresces at 488/530 nm on avidin beads; fluorescence (KMESF) at 10 µM; 220,000 tested, 0.38% active; compound fluorescence 488/530 nm, flow cytometry; hits give high values; in the data active means fluorescence above about 47; further: inactives centre near 10
# Mcl1-Noxa inh – disrupts binding of human Mcl-1 to Noxa peptide | Q07820 | inhibition, % at 21.7 µM | TR-FRET Mcl-1/Noxa peptide binding, 2 h | 220,000 tested, 1.5% active;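 active means compounds that cut the protein-peptide binding signal by more than 50% relative to plate controls in a single-dose test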;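 further: His-tagged Mcl-1 with rhodamine Noxa BH3 peptide and terbium anti-His antibody; 0% = Mcl-1 plus Noxa peptide wells and 100% = peptide-only wells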
# Target sequence (Q07820 whole entry, looked up): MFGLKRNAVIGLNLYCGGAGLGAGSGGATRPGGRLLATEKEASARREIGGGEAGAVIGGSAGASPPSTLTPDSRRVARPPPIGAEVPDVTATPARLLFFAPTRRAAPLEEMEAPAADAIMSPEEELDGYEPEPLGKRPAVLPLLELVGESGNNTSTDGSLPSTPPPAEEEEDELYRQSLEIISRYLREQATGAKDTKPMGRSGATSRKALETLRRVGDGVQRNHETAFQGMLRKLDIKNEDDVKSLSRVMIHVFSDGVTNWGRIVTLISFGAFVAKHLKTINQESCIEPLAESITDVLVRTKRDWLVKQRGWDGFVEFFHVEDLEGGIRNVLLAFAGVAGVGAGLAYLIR
# Pf gametocyte – inhibitors of late stage P. falciparum gametocyte viability | P. falciparum stage V gametocytes, ATP luminescence, 24 h | inhibition, % at 10.9 µM | 150,000 tested, 0.065% active | AID 743093;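 active means inhibition above the mean plus 3 SD of compounds within the control limits, set per campaign, cut at about 38% in these data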;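 further: 0% = DMSO wells and 100% = medium only without gametocytes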
# ABCG2 block – human ABCG2 inhibition, ABCB1 as counter-screen; AID 1325; Q9UNQ0; inhibition, % at 6.6 µM; 190,000 tested, 0.1% active; IgMXP3 cells, JC-1 efflux, flow cytometry;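 active means inhibition above 80%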;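 further: 0% = DMSO and 100% = nicardipine control wells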
#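 Test system: ABCG2 IgMXP3 and barcoded ABCB1 CCRF-Adr cell mix; Schedule: cells with compound and JC-1, 10 min at 25 °C, rotating, no wash; Technique: flow cytometry of retained JC-1 fluorescence; Measure: % inhibition of efflux relative to nicardipine and DMSO; Controls: nicardipine high and DMSO low controls.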
# * = called active by the depositor; ? = inconclusive; · = no result given; [ ] = dose if it differs, or a comment.
SMILES,ABCB1 inh,Rac1 act GTP bind,HRas wt GTP,Cdc42 wt,Rac1 wt GTP bind,Rab7 wt GTP bind,Rab2A wt mod,Avidin bead fluor,Mcl1-Noxa inh,Pf gametocyte,ABCG2 block
CN(CC(=O)NC(=O)NCc1ccccc1)Cc1ccc(Cl)c(Cl)c1,0.5,98.0,98.0,97.0,100.0,94.0,97.0,2,2.2,·,1.5
Cc1cc(C)cc(N=C2NC(=O)/C(=C/c3cccs3)S2)c1,0.2,99.0,103.0,101.0,104.0,101.0,101.0,11,18.2,·,3.5
O=C(c1cccc(-c2ccc(O)cc2)c1)N1CCOCC1,0.2,97.0,99.0,97.0,98.0,104.0,100.0,10,8.0,·,1.5
O=[N+]([O-])c1cc(C(F)(F)F)cc([N+](=O)[O-])c1N1CCCNCC1,0.6,94.0,98.0,97.0,98.0,103.0,97.0,8,17.9,·,0.4
O=C(Nc1nnc(-c2ccc(Cl)cc2)o1)c1cccc(N2C(=O)CCC2=O)c1,-0.7,99.0,95.0,99.0,97.0,100.0,95.0,16,-3.4,-14.1,1.9
CCN(C(=S)NCc1ccccc1)c1ccccc1,0.3,96.0,96.0,96.0,98.0,97.0,96.0,5,-4.6,18.1,0.8
CSc1nc2sc(-c3ccccc3)cc2c(=O)n1N,0.6,105.0,105.0,108.0,115.0,104.0,102.0,16,-2.8,·,4.2
Cc1ccc(S(=O)(=O)NCC(=O)N(c2ccccc2)C(C(=O)NCc2ccccc2)c2ccco2)cc1 (stereo unspecified),2.3,99.0,101.0,96.0,101.0,102.0,100.0,4,9.5,-14.3,-0.1
O=C(Nn1cc(C(=O)Nc2ccc(F)cc2F)c2ccccc2c1=O)c1cnccn1,0.1,94.0,93.0,96.0,95.0,98.0,95.0,11,-11.9,11.7,0.1
CCOC(=O)N1CCN(C(=O)c2c(-c3ccccc3)noc2C)CC1,0.8,99.0,100.0,103.0,106.0,100.0,104.0,22,2.8,·,3.9
COc1ccc(C)cc1S(=O)(=O)N1CCC(C)CC1,0.6,98.0,102.0,101.0,101.0,105.0,102.0,10,-18.8,-23.9,1.4
CC(C)(C#N)NC(=O)c1ccco1,0.4,99.0,102.0,102.0,103.0,100.0,99.0,12,2.7,9.7,1.9
O=C(Cc1ccccc1)N1CCC(c2nc(-c3ccc(F)cc3)no2)CC1,0.8,103.0,108.0,108.0,108.0,105.0,107.0,6,1.9,·,3.1
CSc1ncccc1C(=O)OCC(=O)c1ccccc1,0.0,95.0,96.0,95.0,97.0,99.0,95.0,10,3.5,·,4.9
O=C(NCCc1ccccn1)C1CCN(S(=O)(=O)c2ccc3ccccc3c2)CC1,0.4,93.0,90.0,93.0,90.0,89.0,92.0,20,3.7,19.5,0.6

# Single entries from the list:
# `COc1ccc(C)cc1S(=O)(=O)N1CCC(C)CC1` in Cdc42 wt: 101.0
# `CN(CC(=O)NC(=O)NCc1ccccc1)Cc1ccc(Cl)c(Cl)c1` in Cdc42 wt: 97.0

# Next entries
SMILES,ABCB1 inh,Rac1 act GTP bind,HRas wt GTP,Cdc42 wt,Rac1 wt GTP bind,Rab7 wt GTP bind,Rab2A wt mod,Avidin bead fluor,Mcl1-Noxa inh,Pf gametocyte,ABCG2 block
Cc1ccc(NC(=O)CN(C)S(=O)(=O)c2cccc3nsnc23)cc1,-5.5,99.0,104.0,103.0,102.0,100.0,103.0,11,6.3,·,-0.5
Cc1ccc(NCCC(=O)c2ccccc2)cc1Cl,0.4,96.0,96.0,97.0,95.0,98.0,97.0,9,11.9,3.4,2.8
CCOC(=O)N1CCC(NS(=O)(=O)c2cc(Br)cnc2N)CC1,0.6,99.0,101.0,102.0,104.0,102.0,96.0,26,13.4,·,10.7
CC1(C)Cc2c(sc3nc(-c4ccccc4)n(N)c(=O)c23)CO1,0.2,98.0,104.0,106.0,104.0,99.0,103.0,14,15.9,-25.0,2.0
COC(=O)CSc1nnc(-c2ccc(S(=O)(=O)N3CCCC3)cc2)n1C,0.1,101.0,104.0,105.0,112.0,102.0,104.0,8,22.6,5.7,1.1
O=C1Nc2ccccc2C(=O)C1(Cl)Cc1ccccc1 (stereo unspecified),-0.6,100.0,107.0,106.0,106.0,111.0,107.0,12,-4.2,-12.8,-1.7
CCCn1nnnc1-c1cc(Cl)cc(Cl)c1,0.1,103.0,104.0,104.0,102.0,99.0,102.0,8,0.2,·,1.3
CCCCOc1ccc(S(=O)(=O)Nc2ccc(NC(C)=O)cc2)cc1,0.1,100.0,98.0,98.0,103.0,100.0,99.0,5,7.5,·,0.7
Cc1ccc(C2NC(=O)NC3=C2CCc2ccccc23)cc1 (stereo unspecified),-0.1,?,?,?,?,?,?,18,-6.5,·,0.1
FC(F)(F)c1ccccc1NC(=S)N1CCc2ccccc2C1,0.3,96.0,94.0,95.0,98.0,92.0,93.0,9,0.2,12.4,0.6
CCCS(=O)(=O)N1CCCC(C(=O)NCCN2CCC(Cc3ccccc3)CC2)C1 (stereo unspecified),0.2,100.0,100.0,103.0,104.0,99.0,101.0,9,-15.7,·,0.4
CCOc1cc(-c2noc(-c3cccnc3)n2)ccc1OC,-2.8,99.0,101.0,101.0,103.0,103.0,101.0,7,-1.9,·,-2.8
Cc1cccc(CCN(CC(=O)NC(C)(C)C)C(=O)c2csnn2)c1,0.9,95.0,97.0,97.0,101.0,94.0,92.0,14,18.1,-28.4,2.1
Cc1occc1-c1nnc(SCC(=O)Nc2ccc3c(c2)OCO3)n1CC1CCCO1 (stereo unspecified),1.4,99.0,100.0,101.0,104.0,100.0,100.0,12,1.6,·,17.5
COc1ccccc1C(=O)COC(=O)CNS(=O)(=O)c1ccc(C)cc1,1.4,94.0,98.0,97.0,101.0,100.0,96.0,12,21.6,9.8,16.5

# Continuation:
SMILES,ABCB1 inh,Rac1 act GTP bind,HRas wt GTP,Cdc42 wt,Rac1 wt GTP bind,Rab7 wt GTP bind,Rab2A wt mod,Avidin bead fluor,Mcl1-Noxa inh,Pf gametocyte,ABCG2 block
O=C(Nc1cc(C(F)(F)F)ccc1N1CCOCC1)c1ccc[n+]([O-])c1,-0.7,98.0,97.0,99.0,101.0,96.0,98.0,9,4.1,7.5,-1.7
CC(=O)Nc1nc(SCCCc2ccccc2)n[nH]1,-0.1,?,?,?,?,?,?,11,-5.2,-11.6,-0.5
Cn1c(CCNC(=O)OC(C)(C)C)n[nH]c1=S,0.5,97.0,100.0,103.0,99.0,93.0,98.0,5,-6.2,-0.2,2.6
CC(C)NC(=O)Cn1c(=O)cnc2ccccc21,-0.1,100.0,96.0,97.0,101.0,91.0,98.0,2,13.6,·,-0.8
COCCNC(=O)C(c1ccc(C)o1)N(C(=O)C(=O)NC1CCCCC1)c1ccc(F)cc1 (stereo unspecified),0.0,99.0,102.0,100.0,107.0,102.0,107.0,15,15.1,-15.9,3.4
COCCn1c(SCC(=O)Nc2nnc(C)s2)nnc1-c1ccco1,0.3,98.0,97.0,97.0,105.0,97.0,98.0,17,2.0,7.5,-1.2
O=C(NC1CCCCC1)c1noc2c1CCCCC2,0.3,102.0,109.0,114.0,120.0*[activator],105.0,110.0,14,-3.5,·,1.1
CCOc1ccc(Cc2nc(-c3nonc3N)no2)cc1OCC,0.3,99.0,99.0,99.0,98.0,98.0,101.0,4,-2.1,-1.9,0.7
Cc1nc(Sc2cccn2C)c(C(F)(F)F)c(=O)[nH]1,0.1,104.0,104.0,107.0,109.0,101.0,101.0,12,3.1,4.8,-0.1
CSc1nc(N2CCOCC2)c2ccccc2n1,-2.7,99.0,102.0,102.0,103.0,103.0,100.0,8,-4.4,·,-2.2
O=C(Nc1cccc(Br)c1)c1ccc(OC2CSC2)cc1,-0.3,97.0,99.0,100.0,102.0,94.0,101.0,10,18.9,·,0.3
COc1ccc(S(=O)(=O)N2CCOCC2)cc1C(=O)Nc1cc(C)on1,1.2,91.0,96.0,95.0,95.0,97.0,96.0,14,-6.2,-14.9,4.8
CCc1nnc(NC(=O)C2CCC2)s1,-0.5,99.0,101.0,103.0,104.0,100.0,104.0,11,6.9,·,14.9
O=C(CCCSc1nc2ccccc2c(=O)[nH]1)c1ccc(F)cc1,0.1,91.0,95.0,93.0,91.0,92.0,95.0,22,5.9,15.8,0.8
O=C(CSc1nnc(-c2ccccc2)n1-c1ccc(Cl)cc1)N/N=C/c1ccco1,0.8,98.0,98.0,99.0,100.0,97.0,96.0,11,7.4,-16.9,8.1

# Additional entries:
SMILES,ABCB1 inh,Rac1 act GTP bind,HRas wt GTP,Cdc42 wt,Rac1 wt GTP bind,Rab7 wt GTP bind,Rab2A wt mod,Avidin bead fluor,Mcl1-Noxa inh,Pf gametocyte,ABCG2 block
O=C(N/N=C/c1ccc2c(c1)OCO2)c1cc(-c2ccncc2)nc2ccccc12,2.0,99.0,99.0,94.0,97.0,104.0,96.0,4,14.5,·,4.9
CCN1CCCC1CNC(=O)C(=O)Nc1ccccc1OC (stereo unspecified),0.2,100.0,102.0,102.0,103.0,103.0,105.0,62*,9.5,·,15.7
O=C(O)c1oc2ccccc2c1CSc1ccccn1,-0.1,96.0,100.0,99.0,100.0,100.0,100.0,7,2.4,-1.0,0.8
CNC(=S)Nc1cc(C)ccc1OC(F)F,0.0,?,?,?,?,?,?,6,37.3,·,0.3
Cc1cc(=O)n2[nH]c(C)c(-c3ccc(Cl)cc3)c2n1,-5.0,95.0,93.0,95.0,96.0,96.0,94.0,8,-1.1,·,-6.7
Cc1ccccc1OCC(=O)OCC(=O)Nc1ccc(S(N)(=O)=O)cc1,1.1,96.0,98.0,96.0,101.0,105.0,100.0,10,17.1,-15.3,5.3
CCOC(=O)C1CCN(C(=O)Nc2ccc3oc(C)nc3c2)CC1,0.9,99.0,103.0,104.0,104.0,100.0,102.0,7,6.6,·,8.6
CCN(CC)CC(O)CN1C(=O)NC(C)(C)C1=O (stereo unspecified),0.5,97.0,98.0,97.0,102.0,99.0,96.0,10,6.0,·,1.4
Cc1ccc(-c2nnc(N3CCC(C)CC3)c3ccccc23)cc1C,0.2,94.0,100.0,101.0,99.0,109.0,101.0,11,20.4,·,2.2
C/C(=N\NC(=O)CNC(=O)C(c1ccccc1)c1ccccc1)c1ccc(C)cc1,-0.1,100.0,100.0,99.0,101.0,98.0,100.0,15,-3.6,-13.6,-0.1
COC(=O)c1ccc(C(=O)OC)c(NC(=O)CN(C)Cc2cccc(Cl)c2Cl)c1,1.9,104.0,99.0,99.0,105.0,100.0,101.0,12,3.2,16.5,13.1
